# PfGluPho inh: PfG6PD (Plasmodium falciparum) enzyme inhibition; 350,000 tested, 0.78% active; PfGluPho enzyme, NADPH resazurin-diaphorase fluorescence; inhibition, % at 20 µM; AID 504690;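 active means inhibition reaching at least a set limit at 20 µM in the primary screen, cut at about 59% in these data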;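 further: 0% = DMSO wells with substrate and 100% = DMSO wells lacking glucose-6-phosphate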
# HKDC1 inh: HKDC1 (human) hexokinase inhibition; 340,000 tested, 0.16% active; inhibition, % at 20 µM; AID 493160; recombinant HKDC1, G6PDH/diaphorase resazurin coupled fluorescence;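 active means inhibition above about 35% when tested at 20 µM, limit read from the data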;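 further: plate controls were DMSO wells with enzyme for no effect and DMSO wells lacking enzyme for full effect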
#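 Assay system: in-house recombinant HK5 (HKDC1) enzyme. Input: HKDC1 at 5 µg/mL. Medium: Tris pH 8.0 buffer with MgCl2, Tween-20, BSA, BME. Dosing: single 20 µM dose. Schedule: 90 min reaction incubation at room temperature, dark. Signal: resazurin-to-resorufin fluorescence via G6PDH and diaphorase coupling, 525/613 nm. Controls: DMSO-enzyme wells negative, buffer-substituted wells positive.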
# mIAP block: mouse IAP inhibition; 330,000 tested, 0.2% active; inhibition, % at 10 µM; purified mouse IAP, CDP-Star luminescence, 30 min;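 active means inhibition of at least 40% at 10 µM in the primary screen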;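 further: plate controls were DMSO with enzyme for no effect and no enzyme wells for full effect; values of inactives mirror those of a sister screen read the other way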
# APOBEC3A inh: inhibitors of human APOBEC3A DNA deaminase; P31941; recombinant A3A, FAM/TAMRA ssDNA deamination fluorescence; inhibition, % at 20 µM; 330,000 tested, 0.41% active; AID 493011;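 active means at least 40% inhibition at 20 µM here, with at most 30% in a related deaminase screen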;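 further: plate controls were A3A with DMSO for no effect and wells lacking A3A enzyme for full effect; some results filed as inactive read as strong as hits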
# Target sequence (P31941 whole entry, looked up): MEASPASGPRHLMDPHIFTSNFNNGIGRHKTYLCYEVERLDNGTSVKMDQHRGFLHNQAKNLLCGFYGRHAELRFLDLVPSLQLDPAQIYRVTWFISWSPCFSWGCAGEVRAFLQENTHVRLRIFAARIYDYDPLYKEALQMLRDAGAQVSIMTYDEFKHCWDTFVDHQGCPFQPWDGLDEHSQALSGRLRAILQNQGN
# hIAP inh: blocks human intestinal alkaline phosphatase; P09923; purified IAP, CDP-Star luminescence, 30 min; inhibition, % at 10 µM; 330,000 tested, 0.12% active;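 active means inhibition reaching a set limit with compound at 10 µM in the primary screen, cut at about 35% in these data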;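 further: plate controls were DMSO wells with enzyme for no effect and no-enzyme buffer wells for full effect; values of inactives mirror those of a sister screen read the other way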
# Target sequence (P09923 whole entry, looked up): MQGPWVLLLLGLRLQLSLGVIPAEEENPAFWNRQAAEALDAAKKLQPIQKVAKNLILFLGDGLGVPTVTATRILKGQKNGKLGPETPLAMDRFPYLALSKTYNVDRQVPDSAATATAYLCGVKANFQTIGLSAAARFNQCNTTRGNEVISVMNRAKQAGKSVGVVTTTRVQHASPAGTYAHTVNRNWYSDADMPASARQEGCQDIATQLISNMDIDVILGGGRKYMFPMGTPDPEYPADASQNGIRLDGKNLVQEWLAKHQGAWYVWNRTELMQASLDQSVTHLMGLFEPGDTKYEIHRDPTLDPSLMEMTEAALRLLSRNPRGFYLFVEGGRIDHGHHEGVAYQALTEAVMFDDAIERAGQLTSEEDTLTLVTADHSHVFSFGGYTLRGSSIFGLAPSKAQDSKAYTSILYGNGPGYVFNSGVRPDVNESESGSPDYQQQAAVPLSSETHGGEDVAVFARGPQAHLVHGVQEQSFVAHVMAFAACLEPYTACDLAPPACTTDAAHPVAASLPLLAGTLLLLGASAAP
# mIAP activ: increases mouse intestinal alkaline phosphatase activity. muIAP, CDP-Star luminescence, 30 min; hits give high values; 1 = vehicle-only enzyme signal, 0 = enzyme-free wells. activation factor at 10 µM. 330,000 tested, 0.24% active. AID 2805;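 active means activation factor of at least 2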; further: the source names both 10 and 20 µM as test concentration; values of inactives mirror those of a sister screen read the other way
#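 Assay system: mouse IAP enzyme; reagent: chemiluminescent substrate CDP-Star; dosing: test compounds delivered from DMSO solution; schedule: 30 min at room temperature; measured by: luminescence from enzymatic CDP-Star hydrolysis; controls: DMSO-only wells and no-enzyme negative control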
# ATG4B inh: ATG4B (human) cysteine protease inhibition; Q9Y4P1; ATG4B cleavage of LC3-PLA2, NBD-HPC fluorescence, 1 h; inhibition, % at 8.33 µM; 340,000 tested, 0.51% active; AID 504462; in the data active means inhibition above about 40%
# hIAP activ: increases human intestinal alkaline phosphatase activity. P09923. purified human IAP, CDP-Star luminescence, 30 min; hits give high values; 1 = vehicle-only enzyme, 0 = enzyme-free background. activation factor at 10 µM. 330,000 tested, 0.16% active;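 active means activation factor of the enzyme at least 2-fold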; further: the source names both 10 and 20 µM as test concentration; values of inactives mirror those of a sister screen read the other way
# * marks the source's active call; other numbers are inactive results; / = no result given. This is a subset (hit frequency here may not be typical).
1	Cc1ccc(C(=O)Nc2ccc(-n3ccnc3P(=O)(O)c3ccccc3)cc2)cc1
2	CNC(=O)N(C)c1ccc(C(O)(C(=O)OC)C(F)(F)F)cc1 (centres undefined)
3	COCCOC(=O)C1=C(C)OC(N)=C(C(=O)OC)C12C(=O)Nc1ccccc12 (centres undefined)
4	Cc1nc2ccc(P(=O)(O)O)cc2s1
5	O=C1NC(=O)C(=Cc2ccsc2)C(=O)N1
6	O=C(COc1ccc(S(=O)(=O)N2CCCCC2)cc1)N1CCN(Cc2ccccc2)CC1
7	C#C[C@@]1(O)CCC2C3CCC4=C/C(=N/OCC(=O)NC(CCC(N)=O)C(=O)O)CC[C@]4(C)C3CC[C@@]21C (some centres undefined)
8	Cc1cccc(OP(N)(=O)Oc2cccc(C)c2C)c1C
screen / no.,1,2,3,4,5,6,7,8
HKDC1 inh,-2,-6,2,/,8,-1,-1,1
ATG4B inh,-5,-6,-18,/,7,0,-5,0
PfGluPho inh,-16,10,1,/,15,3,5,11
mIAP block,1,5,-4,3,-3,1,1,-4
hIAP activ,1,0.99,0.85,1.1,1,0.99,1,1
mIAP activ,0.99,0.95,1,0.97,1,0.99,0.99,1
APOBEC3A inh,-1,-4,-1,2,-4,-3,-7,0
hIAP inh,-3,1,15,-6,-5,1,-1,-3

9	Cc1ccc(C2SCC(=O)Nc3c2c(=O)[nH]n3C2CCOC(C)(C)C2)cc1 (centres undefined)
10	CC1CCN(C(=O)CCl)CC1
11	COc1cccc(CNCCc2ccc(F)cc2)c1
12	Nc1ccc([N+](=O)[O-])cc1
13	COC(=O)C1=C(c2c(C)noc2C)C[C@@H]2CC[C@H]1N2C(=O)N1CCC(C)CC1
14	NCCc1ccc(OCc2ccccc2)c(OCc2ccccc2)c1
15	O=C(O)c1nonc1-c1nonc1C(=O)O
16	Cn1c(C(=O)N2CCC(C(=O)N3CCC4(CC3)OCCO4)CC2)cc2sccc21
screen / no.,9,10,11,12,13,14,15,16
HKDC1 inh,-5,-9,-3,-2,-4,0,-4,-7
ATG4B inh,-2,-5,3,4,2,-2,-4,-3
PfGluPho inh,1,-7,-1,3,3,5,-7,-16
mIAP block,-1,-2,-4,-4,-4,7,2,-10
hIAP activ,0.99,0.97,0.99,1,0.99,1.1,0.97,1.1
mIAP activ,1,1,1,1,1,0.93,0.98,1.1
APOBEC3A inh,-7,-2,-3,-5,-6,-1,-3,-2
hIAP inh,1,3,1,-3,0,-12,3,-13

17	CCN(CC)CCN=Cc1c(O)n(C2CCCCCC2)c(=O)[nH]c1=O
18	CC(=O)N1CCN(c2ccc([N+](=O)[O-])cc2C=C2C(=O)NC(=O)NC2=O)CC1
19	Cc1oc(-c2ccccc2Cl)nc1CN1C(=O)CN=C(c2ccccc2)c2ccccc21
20	Cc1cc(C=O)c(C)n1C(C)C
21	CC[C@H]1CN2CC[C@@]3(C(=O)Nc4ccccc43)[C@@H]2C[C@@H]1/C(=C\OC)C(=O)OC
22	O=P1(Oc2ccccc2)CC=C[C@H](COCc2ccccc2)O1 (some centres undefined)
23	Cc1ccc(C2=NN(CCC(=O)N3CCC4(CC3)OCCO4)C(=O)CC2)cc1
24	CN/C=C(/Cl)P(=O)(OC(C)C)OC(C)C
screen / no.,17,18,19,20,21,22,23,24
HKDC1 inh,4,-5,2,-4,-5,-6,-12,-5
ATG4B inh,-10,-1,-16,-3,-22,-2,0,1
PfGluPho inh,-8,1,13,-4,8,4,-19,-6
mIAP block,-3,11,-1,-5,18,-7,0,0
hIAP activ,1.1,0.93,1.1,0.98,0.8,1,1,0.96
mIAP activ,1,0.89,1,1,0.81,1.1,1,1
APOBEC3A inh,-1,0,-2,-7,-4,1,-1,-5
hIAP inh,-11,7,-6,2,20,-1,0,4

25	COc1ccc(-n2c(CN3CCOCC3)nc3ccccc3c2=O)c(OC)c1
26	CCC(=O)c1ccc(OC(=O)N(C)c2ccccc2)cc1
27	Cc1ccsc1CNCCc1ccc(F)cc1
28	C=CC[N+]1(C)C2CCC1CC(O)C2 (centres undefined)
29	COc1ccccc1CCNC1CCC(C(C)(C)C)CC1 (centres undefined)
30	Cc1c(N=Cc2c(O)n(CCc3ccccc3)c(=O)[nH]c2=O)c(=O)n(-c2ccccc2)n1C
31	O=C(O)Cn1cc(/C=C2\C(=O)NC(=O)N(c3ccc(Cl)cc3)C2=O)c2ccccc21
32	COC(=O)C1=C(c2ccccc2)C[C@@H]2CC[C@H]1N2C(=O)N1CCCC1
screen / no.,25,26,27,28,29,30,31,32
HKDC1 inh,-4,-4,-7,-15,-3,-3,7,-8
ATG4B inh,-3,2,5,2,4,-6,2,1
PfGluPho inh,-14,-12,-4,4,-8,6,15,-13
mIAP block,-1,-1,3,5,-8,-3,8,2
hIAP activ,0.92,0.94,1.1,0.96,1.1,1.4,0.86,0.97
mIAP activ,1,1,0.97,0.95,1.1,1,0.93,0.98
APOBEC3A inh,-2,0,-5,-2,-2,-3,-1,-2
hIAP inh,8,6,-9,4,-11,-43,14,3

33	CCCCn1c(C)c(C(=O)OCC)c2c(CN3CCCC3)c(O)ccc21
34	COc1ccccc1CC1/C(=N/O)C2CCN1CC2 (centres undefined)
35	Cc1ccc(N=C(N(C)C)P(=O)(N(C)C)N(C)C)cc1
36	CCOP(=O)(OCC)c1cccc(OP(=O)(c2cccc([N+](=O)[O-])c2)c2cccc([N+](=O)[O-])c2)c1
37	CCC1=CCN(CCc2c(C)[nH]c3ccccc23)CC1
38	CCCCn1c(O)c(C(C)=NCc2cccnc2)c(=O)[nH]c1=O
39	COC(=O)[C@@H]1C(OC(=O)c2ccccc2)CC2CCC1N2C (some centres undefined)
40	C=CCN1C(=O)C2(C(C(=O)OCC)=C(N)Oc3c2c(=O)oc2ccccc32)c2ccccc21 (centres undefined)
screen / no.,33,34,35,36,37,38,39,40
HKDC1 inh,1,-9,-12,-4,-4,-6,-1,-5
ATG4B inh,2,0,-1,-13,-7,2,-8,-1
PfGluPho inh,6,4,4,7,3,1,1,6
mIAP block,-6,-5,3,-6,-11,-6,0,-2
hIAP activ,1.1,1.2,0.95,0.93,1.1,1.2,1.1,1.1
mIAP activ,1.1,1,0.97,1.1,1.1,1.1,1,1
APOBEC3A inh,0,5,1,-2,-5,2,3,0
hIAP inh,-9,-22,5,7,-8,-18,-7,-6

41	FC(F)(F)c1ccc(CNCCc2c[nH]c3ccccc23)cc1
42	COc1ccc(-c2nn(CCC#N)cc2C(=O)Nc2ccc(C(C)=O)cc2)cc1[N+](=O)[O-]
43	COc1cc2c(cc1O)C[C@H]1c3c(cc(O)c(OC)c3-2)CCN1C
44	O=C(CCc1ccccc1)N1C[C@H]2C[C@@H](C1)c1cccc(=O)n1C2
45	O=C(NC1CCCCC1)N1C[C@H]2C[C@@H](C1)c1cccc(=O)n1C2
46	COc1ccc(CCN(C)Cc2ccncc2)cc1OC
47	FC(F)(F)c1ccc2c(c1)N(CCCN1CCN(CCCl)CC1)c1ccccc1S2
48	O=c1[nH]c(=O)n(-c2ccccc2F)c(O)c1/C=C1\C=Nc2ccccc21
screen / no.,41,42,43,44,45,46,47,48
HKDC1 inh,0,-5,9,-5,-1,-11,10,4
ATG4B inh,-5,-8,-12,-13,3,-3,-11,1
PfGluPho inh,10,5,-3,2,-12,-3,15,38
mIAP block,1,-1,-2,-3,-8,9,-4,9
hIAP activ,0.9,0.96,1,1.1,0.89,0.97,1.4,0.91
mIAP activ,0.99,1,1,1,1.1,0.91,1,0.91
APOBEC3A inh,-6,-4,34,-4,2,1,-2,0
hIAP inh,10,4,0,-8,11,3,-38,9

49	OC[C@H]1O[C@@H](n2cnc3cc(Cl)c(Cl)cc32)[C@H](O)[C@@H]1O
50	CCOP1(=S)Oc2cc3c(cc2C(C(=O)OC)(C(F)(F)F)O1)OCO3 (centres undefined)
51	Cc1ccc(C(=O)NC(O)C(Cl)(Cl)Cl)cc1 (centres undefined)
52	CC(=O)OC1N=C(c2ccccc2)c2ccccc2NC1=O (centres undefined)
53	Cc1noc(C)c1C(=O)N1CCC2(CC1)OCCO2
54	C[n+]1ccc(-c2ccncc2)cc1
55	O=C(O)C(Cl)(Cl)Cl
56	CCC(=O)CC(c1ccc([N+](=O)[O-])cc1)c1c(O)c2ccccc2oc1=O (centres undefined)
screen / no.,49,50,51,52,53,54,55,56
HKDC1 inh,1,2,-8,12,-9,-7,-1,-1
ATG4B inh,8,-4,-1,-1,-2,-3,0,0
PfGluPho inh,-8,64*,-8,2,3,-5,-8,-32
mIAP block,10,14,-9,9,-9,-9,-9,9
hIAP activ,0.85,0.98,0.93,1,1,1,1.1,0.97
mIAP activ,0.9,0.86,1.1,0.91,1.1,1.1,1.1,0.91
APOBEC3A inh,2,-2,0,-1,-3,74*,1,0
hIAP inh,15,2,7,0,-1,-1,-8,3

57	O=C(O)c1ccc(NC(=O)N2C[C@H]3C[C@@H](C2)c2cccc(=O)n2C3)cc1
58	Cc1ccccc1C(O)(Cc1ccccc1)C1CN2CCC1CC2 (centres undefined)
59	Nc1cnn(-c2ccccc2)c(=O)c1Cl
60	CCC1(CC)C(=N)N(C)C(=O)NC1=O
61	COc1cc(C(O)CN)ccc1O (centres undefined)
62	O=C1NC(=O)N(CCNc2ncc(C(F)(F)F)cc2Cl)C(=O)C1/C=N/OCc1c(F)cccc1Cl (centres undefined)
63	COC(=O)C1=C(c2cccc(OCc3ccccc3)c2)C[C@@H]2CC[C@H]1N2C(=O)NCCCc1ccccc1
64	CCn1nc(-c2ccccc2)nc2c(=O)n(C)c(=O)nc1-2
65	Cc1ccc2nc3c(cc2c1)CC1(C(=O)N(C)C(=O)N(C)C1=O)C1CCCCN31 (centres undefined)
66	O=C(NCNC(=O)NC1C(=O)NC(=O)N1CO)NC1C(=O)NC(=O)N1CO (centres undefined)
screen / no.,57,58,59,60,61,62,63,64,65,66
HKDC1 inh,3,-5,45*,-3,-9,3,-2,-83,2,1
ATG4B inh,-9,-9,-8,-5,-1,2,8,80*,-20,3
PfGluPho inh,-14,11,7,3,-3,-51,18,95*,3,-19
mIAP block,1,0,4,3,-3,8,-40,8,-10,-9
hIAP activ,0.91,0.88,1.1,0.92,1,1.1,1,0.83,0.97,1.1
mIAP activ,0.99,1,0.96,0.97,1,0.92,1.4,0.92,1.1,1.1
APOBEC3A inh,0,-3,-3,-2,-2,-2,-1,-4,-2,2
hIAP inh,9,12,-13,8,-2,-6,-2,17,3,-11

# Entries shown so far containing a nitro group on carbon (5):
12	Nc1ccc([N+](=O)[O-])cc1
18	CC(=O)N1CCN(c2ccc([N+](=O)[O-])cc2C=C2C(=O)NC(=O)NC2=O)CC1
36	CCOP(=O)(OCC)c1cccc(OP(=O)(c2cccc([N+](=O)[O-])c2)c2cccc([N+](=O)[O-])c2)c1
42	COc1ccc(-c2nn(CCC#N)cc2C(=O)Nc2ccc(C(C)=O)cc2)cc1[N+](=O)[O-]
56	CCC(=O)CC(c1ccc([N+](=O)[O-])cc1)c1c(O)c2ccccc2oc1=O (centres undefined)
screen / no.,12,18,36,42,56
HKDC1 inh,-2,-5,-4,-5,-1
ATG4B inh,4,-1,-13,-8,0
PfGluPho inh,3,1,7,5,-32
mIAP block,-4,11,-6,-1,9
hIAP activ,1,0.93,0.93,0.96,0.97
mIAP activ,1,0.89,1.1,1,0.91
APOBEC3A inh,-5,0,-2,-4,0
hIAP inh,-3,7,7,4,3

# Screening data: PubChem, Sanford-Burnham Center for Chemical Genomics
